EphB4 ephrin blk = EphB4-ephrin-B2 interaction antagonists, primary screen, biochemical, TNYL-RAW peptide probe, fluorescence polarization. Ephrin type-B receptor 4 (Homo sapiens), P54760. EphB4 LBD / TNYL-RAW-Alexa532 peptide. inhibition, % at 7 µM. actives 0.15% (n = 97,000);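 active = inhibition above the screen-wide mean inhibition plus 3 SD, cut at about 15% in these data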;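 note: 0% = DMSO wells and 100% = excess unlabeled TNYL-RAW peptide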
HIV Rev-RRE inh = HIV-1 Rev-RRE binding inhibitors, primary screen, biochemical, FRET, protein-RNA interaction; Rev peptide-RRE RNA binding; P05866; actives 0.79% (n = 97,000); AID 704, 2007; inhibition, % at 8 µM;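 active = inhibition above the screen-wide mean plus 3 SD, cut at about 35% in these data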;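 note: 0% = median DMSO wells and 100% = median Neomycin B control wells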
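Probe or stimulus: fluorescein-Rev peptide as binding partner; assay system: Cy5-tagged RRE RNA duplex with fluorescein-tagged Rev peptide; timing: 5 min compound–RNA preincubation, then 15 min with peptide, 25 °C; medium: HEPES pH 7.5 buffer with KCl, MgCl2, NaCl and EDTA; signal: fluorescein-to-Cy5 FRET, 480 nm excitation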
Calb biofilm kill = clotrimazole potentiators killing Candida biofilms, primary screen, with clotrimazole, Alamar Blue; inhibition, % at 6 µM; actives 0.14% (n = 85,000); C. albicans biofilm + clotrimazole;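 active = inhibition above 20%; inactive = inhibition below 20%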;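 note: preformed 24 hr biofilms exposed to compound for 48 hr; 0% = biofilm without compound and 100% = blank killed by clotrimazole plus chlorhexidine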
PLK1 kinase inh = human PLK1 kinase inhibitors, primary screen, biochemical, TR-FRET; Serine/threonine-protein kinase PLK1 (Homo sapiens), P53350; recombinant PLK1 kinase, TR-FRET peptide phosphorylation; inhibition, % at 10 µM; actives 0.53% (n = 97,000);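 active = inhibition of 50% or more in the single-concentration screen; inactive = inhibition below 50%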;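 note: 0% = DMSO max control and 100% = H-89 dihydrochloride min control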
Target sequence (P53350 whole entry, looked up): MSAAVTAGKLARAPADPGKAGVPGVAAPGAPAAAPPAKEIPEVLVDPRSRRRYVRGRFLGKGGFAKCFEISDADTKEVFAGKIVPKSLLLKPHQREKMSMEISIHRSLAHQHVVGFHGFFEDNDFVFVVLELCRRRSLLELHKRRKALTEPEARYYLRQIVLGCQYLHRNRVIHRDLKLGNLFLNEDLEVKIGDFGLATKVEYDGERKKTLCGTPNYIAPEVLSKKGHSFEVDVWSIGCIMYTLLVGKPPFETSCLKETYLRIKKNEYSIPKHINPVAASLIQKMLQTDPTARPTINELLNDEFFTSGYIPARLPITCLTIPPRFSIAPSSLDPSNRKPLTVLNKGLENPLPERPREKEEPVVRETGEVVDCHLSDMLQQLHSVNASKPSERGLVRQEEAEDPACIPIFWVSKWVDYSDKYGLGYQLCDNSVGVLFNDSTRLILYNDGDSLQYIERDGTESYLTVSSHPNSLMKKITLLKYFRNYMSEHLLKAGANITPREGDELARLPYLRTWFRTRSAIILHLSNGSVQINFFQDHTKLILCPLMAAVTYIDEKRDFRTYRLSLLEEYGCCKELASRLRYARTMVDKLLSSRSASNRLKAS
Plk1 PBD FP = Plk1 polo box domain binding inhibitors, primary screen, biochemical, fluorescence polarization | actives 0.13% (n = 97,000) | inhibition, %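 (tested at about 20 µM)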 | Plk1 PBD phosphopeptide binding; in the data active = inhibition above about 34%, passing the limit was not always enough
LYP inh 2 = PTPN22 phosphatase inhibitors, primary screen, biochemical, DiFMUP fluorescence, 2 µM; Tyrosine-protein phosphatase non-receptor type 22 (Homo sapiens), Q9Y2R2; recombinant LYP catalytic domain; inhibition, % at 2 µM; actives 0.21% (n = 96,000);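 active = inhibition at 2 µM at or above a set limit, the screen mean plus 3 SD, cut at about 24% in these data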;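 note: 0% = DMSO with enzyme and 100% = enzyme fully blocked by orthovanadate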
CYP2C9 act = human CYP2C9 activators, primary screen, biochemical, luminescence. Cytochrome P450 2C9 (Homo sapiens), P11712. AID 1024, 2008. activation factor at 5 µM. recombinant CYP2C9, luciferin-H conversion; stronger effect = higher value; factor 1 = untreated enzyme, 0 = blocked. actives 1.4% (n = 96,000);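 active = activation factor of 2 or more for CYP2C9 at a 5 µM dose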;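 note: 0 = sulfaphenazole-blocked wells and 1 = vehicle-only wells; values of inactives mirror those of a sister screen read the other way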
Target sequence (P11712 whole entry, looked up): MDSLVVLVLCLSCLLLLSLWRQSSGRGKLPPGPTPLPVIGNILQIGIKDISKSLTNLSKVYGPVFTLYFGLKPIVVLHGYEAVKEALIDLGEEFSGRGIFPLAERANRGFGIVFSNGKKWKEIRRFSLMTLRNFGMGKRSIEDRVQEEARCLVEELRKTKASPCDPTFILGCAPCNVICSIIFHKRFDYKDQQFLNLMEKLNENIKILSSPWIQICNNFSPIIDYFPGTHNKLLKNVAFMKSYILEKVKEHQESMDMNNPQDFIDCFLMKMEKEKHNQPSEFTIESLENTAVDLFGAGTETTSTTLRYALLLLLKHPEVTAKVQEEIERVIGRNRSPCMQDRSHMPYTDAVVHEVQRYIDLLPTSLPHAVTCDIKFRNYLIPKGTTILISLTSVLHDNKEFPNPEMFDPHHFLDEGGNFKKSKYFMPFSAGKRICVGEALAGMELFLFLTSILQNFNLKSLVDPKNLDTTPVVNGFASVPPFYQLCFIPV
LYP act = LYP phosphatase activators, primary screen, biochemical, DiFMUP fluorescence, 2 µM; recombinant LYP; 0 = plate median, 100 = signal doubled; activation, % at 2 µM; actives 0.11% (n = 96,000);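 active = activation at 2 µM above a set limit, the mean plus 5 SD, cut at about 37% in these data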
CYP2C9 inh = blockers of cytochrome P450 2C9 activity – biochemical, luminescence, ADME assay, primary screen. inhibition, % at 5 µM. actives 20% (n = 96,000). AID 777, 2007. CYP2C9 Supersomes, luciferin-H conversion;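 active = blocking of liver enzyme CYP2C9 beyond about 50% at 5 µM, limit read from the data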; note: values of inactives mirror those of a sister screen read the other way
Numbers without * were called inactive; x = no result given; [ ] = dose if it differs, or a comment.

SMILES | EphB4 ephrin blk | HIV Rev-RRE inh | Calb biofilm kill | PLK1 kinase inh | Plk1 PBD FP | LYP inh 2 | CYP2C9 act | LYP act | CYP2C9 inh
O=S(=O)(NCc1ccc2c(c1)OCO2)c1ccc2c(c1)oc1ccccc12 | 7 | 10 | 5 | -4 | -2 | 7 | 0.8 | -5 | 23
O=C(NCc1cn2ccsc2n1)c1cccs1 | -2 | 10 | 9 | -8 | 9 | -5 | 1 | 1 | 1
O=C(NCc1ccco1)C(NS(=O)(=O)c1cccc2nsnc12)c1ccccc1 (stereo not drawn) | -1 | 1 | -1 | -6 | -9 | 1 | 0.6 | -4 | 36
Cc1cc(NC(=O)COC(=O)c2cccc(OCc3ccccc3)c2)no1 | 7 | 7 | 3 | -9 | 9 | 1 | 0.7 | 1 | 28
Cc1ccc(/C=N/NC(=O)c2cc(C)oc2C)o1 | -2 | 5 | x | -11 | 12 | -3 | 1 | 7 | -3
CN(C)CCOc1nc(-c2ccccc2)nc2c1oc1ccccc12 | 10 | 6 | -3 | -6 | -21 | 10 | 1 | -7 | 3
Cc1ccc(-n2cc(C(=O)c3ccc(F)cc3)nn2)cc1Cl | 2 | 5 | x | -84 | -13 | 8 | 0.8 | -5 | 17
O=C1C=C(Nc2ccc(O)cc2)CC(c2ccco2)C1 (stereo not drawn) | -8 | 5 | 7 | -14 | -17 | 1 | x | -1 | x
CC(=O)N1C(=O)C2(C(C#N)=C(N)Oc3c2c(C)nn3-c2ccccc2)c2ccccc21 (stereo not drawn) | 8 | 12 | 3 | -6 | -9 | 1 | 0.2 | -2 | 81*
O=C1Nc2ccc(S(=O)(=O)N3CCCC3)c3cccc1c23 | 8 | 9 | 4 | -1 | -12 | 1 | 0.6 | 1 | 41
Cc1ccc2[nH]c(-c3ccccc3)cc(=O)c2c1 | -4 | 3 | 2 | -11 | -46 | -12 | 0.8 | 9 | 25
Cc1ccc(CN2C(=O)CCC2C(=O)NCCCN2CCCCC2C)cc1 (stereo not drawn) | -4 | 8 | -1 | -11 | 0 | -18 | 1 | 18 | 0
Cc1ccc(N(CC(=O)N/N=C/c2ccc(OC3CSC3)cc2)S(=O)(=O)c2ccccc2)cc1 | -5 | 8 | x | -16 | -14 | -6 | 0.6 | 4 | 38
CCCn1c(=O)c(-c2ccccc2)c(O)c2ccccc21 | -3 | 6 | -4 | -8 | 27 | -2 | 1 | 0 | 2
CC1CCc2cc(F)ccc2N1C(=O)CSc1nnc2c(n1)[nH]c1ccc(F)cc12 (stereo not drawn) | -5 | 8 | x | -14 | 24 | 7 | 0.4 | -3 | 57*
Clc1ccc2nc(N3CCNCC3)nc(-c3ccccc3)c2c1 | 14 | 0 | 1 | -20 | -6 | 3 | 0.8 | -5 | 20
c1ccc(CNc2ncnc3nc[nH]c23)nc1 | 8 | 10 | 8 | 40 | 4 | -9 | 0.9 | 6 | 15
O=C(CSc1nc2ccccc2c(=O)n1NC(=O)Cc1ccccc1)NCc1ccccc1Cl | -5 | 0 | x | -8 | -2 | 2 | 0.1 | -4 | 94*
CC(c1nnnn1C(C)(C)C)N(Cc1cccnc1)Cc1ccccc1Cl (stereo not drawn) | 0 | 8 | 5 | 0 | -9 | 4 | 0.4 | -1 | 57*
COc1ccc(C(=O)COC(=O)CCN=C2NS(=O)(=O)c3ccccc32)cc1OC | 7 | 9 | -1 | -2 | 1 | -1 | 0.7 | 0 | 27
COC(=O)c1ccc(NC(=O)COc2ccc(S(=O)(=O)NC(C)C)cc2)cc1 | 3 | 1 | 6 | -14 | 8 | 10 | 0.7 | -11 | 29
CC(C)Oc1ccc(N2C(=O)c3ccccc3C2=O)cc1 | 10 | 7 | -3 | -1 | 4 | 4 | 0.6 | -1 | 42
Cn1c(=O)c2c(nc(CN3CCN(c4ccccc4)CC3)n2Cc2c(F)cccc2Cl)n(C)c1=O | -2 | 7 | 8 | -8 | -23 | -1 | 0.7 | -1 | 29
O=C(CSc1nnc(-c2ccc(S(=O)(=O)N3CCCC3)cc2)o1)N1CCCC1 | -5 | 0 | 6 | -7 | 4 | 0 | x | 1 | x
COc1ccc(CNC(=O)c2cc(-n3cnnc3)ccc2Cl)cc1 | 3 | 11 | -2 | -15 | 8 | 4 | 1 | -7 | -2
CCOCCCNCC(=O)Nc1ccc(OC(F)(F)F)cc1 | -5 | 5 | 4 | -16 | 3 | 2 | 1 | -3 | -1
COc1ccc(/C=N/NC(=O)CSCC(=O)Nc2ccccc2)cc1OC | 11 | 8 | x | -6 | -8 | -5 | 0.9 | 8 | 6
Cc1ccc2nc(N3CCC(C(=O)O)CC3)nc(-c3ccccc3)c2c1 | 1 | 14 | 0 | -9 | -7 | -4 | 1 | 2 | 1
O=C(NC1CC1)C1CCC(=O)N1C1CCCC1 (stereo not drawn) | -3 | 8 | 2 | -6 | -5 | -4 | 1.1 | -4 | -13
CCOc1ccc(C(C)=O)cc1CN1C(=O)NC2(CCCCC2C)C1=O (stereo not drawn) | -3 | -3 | 4 | -14 | -2 | -27 | 0.8 | 24 | 15
COC(=O)C1=C(C)Nc2nnnn2C1c1cccs1 (stereo not drawn) | 4 | 5 | 5 | -13 | -9 | -5 | 0.7 | 2 | 34
COc1ccc(CNC(=O)COc2ccc([N+](=O)[O-])cc2)cc1 | -11 | 1 | x | -12 | -1 | 2 | 0.7 | -2 | 29
CSCC[C@H](NC(=O)C1CCN(S(=O)(=O)c2ccc(C)cc2)CC1)C(=O)NCc1ccco1 | -3 | 6 | 3 | -6 | 2 | 6 | 1 | -7 | -1
Cn1c(=O)c2c(nc(SCC(=O)N(C3CCCCC3)C3CCCCC3)n2C)n(C)c1=O | 9 | 4 | 5 | -7 | -9 | 1 | x | 0 | x
CC1CCCN(CC(=O)Nc2ccc(S(=O)(=O)N3CCCCCC3)cc2)C1 (stereo not drawn) | 4 | 13 | 4 | -13 | -9 | 4 | 0.4 | -4 | 62*
CCOC(=O)N1CCN(C(=O)c2ccc(N3C(=O)CCC3=O)cc2)CC1 | -5 | 8 | 4 | -10 | -19 | -4 | 0.9 | -1 | 7
Cc1cc2c(c(=O)n1CC1CCCO1)C(c1ccco1)C(C#N)=C(N)O2 (stereo not drawn) | 2 | 2 | 6 | -3 | -2 | -10 | 0.8 | 7 | 16
O=C1SC(c2ccccc2)=C/C1=C\N1CCCCC1 | 4 | 1 | 9 | -9 | 14 | 8 | 0.6 | -8 | 41
O=C(COc1cccc2cccnc12)N1CCc2ccccc2C1 | -2 | -1 | 7 | 1 | 11 | -6 | 3.2* | 4 | -223
Cc1cccc(NC(=O)CCc2ccc(S(=O)(=O)NC3CCCCC3)cc2)c1 | 6 | 14 | x | -15 | 0 | -17 | 0.4 | 15 | 60*
O=C(Nc1nnc(-c2ccc3c(c2)CCCC3)o1)C1CCCCC1 | 3 | 4 | 6 | -22 | 0 | -6 | 1.1 | 2 | -14
CCCCCCSc1ncc(C#N)c(N)n1 | -10 | 8 | 6 | -14 | -35 | 4 | 1 | -5 | 1
O=c1c(-c2ccc3c(c2)OCCO3)coc2c(CN3CCOCC3)c(O)ccc12 | -5 | -1 | -3 | 0 | -42 | 4 | 0.9 | -5 | 11
O=c1c(-c2ccccc2)n[nH]c2ccccc12 | 4 | 13 | 6 | -3 | -21 | -10 | 0.7 | 9 | 31
COc1ccc(CNC(=O)COC(=O)C2=COCCO2)cc1 | 6 | 5 | -2 | -4 | 2 | 7 | 0.9 | -7 | 8

Two neighbouring records out of the list so far, quoted:
SMILES | EphB4 ephrin blk | HIV Rev-RRE inh | Calb biofilm kill | PLK1 kinase inh | Plk1 PBD FP | LYP inh 2 | CYP2C9 act | LYP act | CYP2C9 inh
COC(=O)C1=C(C)Nc2nnnn2C1c1cccs1 (stereo not drawn) | 4 | 5 | 5 | -13 | -9 | -5 | 0.7 | 2 | 34
COc1ccc(CNC(=O)COc2ccc([N+](=O)[O-])cc2)cc1 | -11 | 1 | x | -12 | -1 | 2 | 0.7 | -2 | 29

Returning to the listing; the 2 compounds before the break are reprinted first.
SMILES | EphB4 ephrin blk | HIV Rev-RRE inh | Calb biofilm kill | PLK1 kinase inh | Plk1 PBD FP | LYP inh 2 | CYP2C9 act | LYP act | CYP2C9 inh
O=c1c(-c2ccccc2)n[nH]c2ccccc12 | 4 | 13 | 6 | -3 | -21 | -10 | 0.7 | 9 | 31
COc1ccc(CNC(=O)COC(=O)C2=COCCO2)cc1 | 6 | 5 | -2 | -4 | 2 | 7 | 0.9 | -7 | 8
CC(C)CNC(=O)c1ccc(Cl)c(Cl)c1 | -3 | 3 | 1 | -9 | -2 | 9 | 0.9 | -10 | 9
CC(C)N(c1nnc(N)s1)C(C)C | -14 | 5 | 5 | -22 | -30 | -15 | x | 11 | x
CCn1c(Cc2ccccc2)nnc1SCc1nc2ccccc2c(=O)[nH]1 | -1 | 2 | 8 | -4 | -6 | -10 | 1.6 | 7 | -62
O=C(NCc1ccco1)c1cnn2c1NC(c1ccc(Br)cc1)CC2C(F)(F)F (stereo not drawn) | -2 | 12 | 9 | -12 | -23 | -3 | 0.1 | 1 | 87*
CCOCCCNS(=O)(=O)c1ccc(OC)c(Cl)c1Cl | -6 | 1 | 7 | -11 | -16 | 5 | x | -4 | x
O=C(C1CC1)N1CCC(c2nc(-c3ccc(S(=O)(=O)NCC4CCCO4)cc3)no2)CC1 (stereo not drawn) | -3 | 7 | 7 | -13 | -3 | 18 | 1.1 | -14 | -8
Cc1ccc(-n2c(SCC(=O)N3CCOCC3)nnc2-c2cccnc2)cc1C | -6 | 0 | 2 | -24 | 19 | 0 | 0.9 | -1 | 10
COc1ccc2[nH]c(=O)c(CNC3CCCCC3)cc2c1 | -1 | 6 | 8 | -6 | 18 | 6 | 0.5 | -10 | 47
CCOC(=O)c1ccc(S(=O)(=O)N2CCN(CC3CC=CCC3)CC2)cc1 (stereo not drawn) | -7 | 6 | -2 | -9 | 12 | -8 | 1 | 4 | 0
CCOC(=O)c1nn(-c2ccc(C)cc2)cc1O | -7 | 4 | 1 | -5 | 8 | 5 | 0.7 | -5 | 31
COc1ccccc1CN1C(=O)CCC1(C)C(=O)NC1CCCCCC1 (stereo not drawn) | -9 | -2 | -1 | 9 | -3 | -3 | 1.1 | 1 | -14
O=C(CCC(=O)Nc1ccccc1)N/N=C/c1ccco1 | -2 | 7 | x | -8 | 5 | -1 | x | 1 | x
Cc1ccc(NC(=O)N2CCC(C(=O)NCc3ccccc3)CC2)cc1 | 2 | 0 | 5 | -18 | -18 | 2 | x | -2 | x
CCCn1c(CN2CCN(c3cccc(Cl)c3)CC2)nc2c1c(=O)n(C)c(=O)n2C | 2 | 6 | 11 | 0 | 5 | 1 | 0.6 | -5 | 42
Cc1ccc(N=Cc2sc(O)c3ccccc23)cc1 | 2 | 132*[fluorescence artefact?] | x | -8 | -70 | 0 | 0.7 | 2 | 31
COc1ccc(C2CC(c3cccs3)=NN2c2nc(-c3ccccc3)cs2)cc1OC (stereo not drawn) | 2 | 2 | x | -5 | -43 | 16 | 0.3 | -12 | 74*

Screens deposited in PubChem by several laboratories.
